Polio RdRp inh = inhibitors of poliovirus RNA polymerase binding and polymerization. P03300. poliovirus polymerase elongation, fluorescence polarization; active compounds read low. % elongation, % (compound at 16.7 µg/mL). hit rate 0.66% among 150,000; in the data active = % elongation below about 90%; also: some results filed as inactive read as strong as hits
Target sequence (P03300 1749-2209 limits assumed): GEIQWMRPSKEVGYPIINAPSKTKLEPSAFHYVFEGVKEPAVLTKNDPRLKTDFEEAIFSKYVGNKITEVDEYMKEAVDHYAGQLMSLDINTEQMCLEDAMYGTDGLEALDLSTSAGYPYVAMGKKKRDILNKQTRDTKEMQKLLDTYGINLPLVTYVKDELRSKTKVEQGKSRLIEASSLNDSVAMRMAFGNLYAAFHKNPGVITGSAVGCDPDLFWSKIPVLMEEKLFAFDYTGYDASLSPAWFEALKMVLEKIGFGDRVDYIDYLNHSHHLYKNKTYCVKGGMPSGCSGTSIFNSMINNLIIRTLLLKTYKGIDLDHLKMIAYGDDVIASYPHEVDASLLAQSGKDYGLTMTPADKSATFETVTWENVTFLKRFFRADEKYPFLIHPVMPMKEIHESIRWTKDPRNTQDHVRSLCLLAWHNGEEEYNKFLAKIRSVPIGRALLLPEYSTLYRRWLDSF
Polio RdRp inh FP z-score = recorded beside Polio RdRp inh, whose call it bears; z-score; measured here: FP z-score; hits read low
An asterisk follows results filed as active. These rows are one share of the data; rates above refer to the full screens.

For CC(C)CN(CC(C)C)S(=O)(=O)c1ccc(N)cc1 the results were Polio RdRp inh 97.0 and Polio RdRp inh FP z-score -1.7.
For O=C(Oc1ccc(Cl)cc1)c1cc(-c2ccc3c(c2)OCCO3)on1 the results were Polio RdRp inh 107.0 and Polio RdRp inh FP z-score 0.
NCCCc1ccc(Cl)cc1 was read as Polio RdRp inh 101.0 and Polio RdRp inh FP z-score -0.4.
For c1ccc(CNc2nc(-c3ccccc3)no2)cc1 the results were Polio RdRp inh 102.0 and Polio RdRp inh FP z-score 0.7.
Screening O=C(COC(=O)c1ccccn1)Nc1cccc(Cl)c1 returned Polio RdRp inh 103.0 and Polio RdRp inh FP z-score 0.7.
Screening Fc1ccc(Nc2c(-c3ccco3)nc3ccccn23)cc1 returned Polio RdRp inh 106.0 and Polio RdRp inh FP z-score 0.3.
For Cc1ccc2oc(-c3cc(NC(=O)c4cccs4)cc(C)c3O)nc2c1 the results were Polio RdRp inh 107.0 and Polio RdRp inh FP z-score 0.5.
Cc1onc(-c2ccccc2)c1C(=O)Nc1ccccc1N1CCOCC1 was read as Polio RdRp inh 103.0 and Polio RdRp inh FP z-score -0.1.
C/C=C/C(=O)Nc1cccc(C(F)(F)F)c1 was read as Polio RdRp inh 101.0 and Polio RdRp inh FP z-score 0.3.
CCC(=O)N1CCc2cc(S(=O)(=O)NC(C(=O)Nc3ccc(OC)c(OC)c3)C(C)C)ccc21 (stereo unspecified) was read as Polio RdRp inh 101.0 and Polio RdRp inh FP z-score 0.4.
Screening COc1ccc(C(=O)/C=C/Nc2ccc(C(F)(F)F)cc2)cc1 returned Polio RdRp inh 105.0 and Polio RdRp inh FP z-score 0.1.
For Cc1sc2nc(C)n(NC(N)=O)c(=O)c2c1C the results were Polio RdRp inh 105.0 and Polio RdRp inh FP z-score 1.1.
Screening Cc1ccc(-n2c(COCC(=O)O)nc3cccnc32)cc1 returned Polio RdRp inh 103.0 and Polio RdRp inh FP z-score -0.8.
CCC(C)C(NC(=O)c1ccccc1)c1nc2ccccc2[nH]1 (stereo unspecified) was read as Polio RdRp inh 100.0 and Polio RdRp inh FP z-score -0.3.
Screening CC1=NN(S(=O)(=O)c2ccccc2)C(O)(C(F)(F)F)C1 (stereo unspecified) returned Polio RdRp inh 101.0 and Polio RdRp inh FP z-score -0.5.
O=C(COC(=O)C1COc2ccccc2O1)Nc1ccc(S(=O)(=O)N2CCCCC2)cc1 (stereo unspecified) was read as Polio RdRp inh 102.0 and Polio RdRp inh FP z-score -0.1.
For CCOc1ccccc1C(=O)NC1CCN(Cc2nnnn2C2CCCC2)CC1 the results were Polio RdRp inh 101.0 and Polio RdRp inh FP z-score 0.
For O=C(O)c1ccc(-c2cccc(Cl)c2)o1 the results were Polio RdRp inh 103.0 and Polio RdRp inh FP z-score 0.4.
`CC1(C)CC(NC(=O)CC(c2ccc(F)cc2)c2ccco2)CCO1` (stereo unspecified) gave Polio RdRp inh 103.0 and Polio RdRp inh FP z-score 0.2.
For CCCN(CCC)S(=O)(=O)c1ccc(C(=O)Oc2c(C)cccc2OC)cc1 the results were Polio RdRp inh 108.0 and Polio RdRp inh FP z-score 0.4.

Four structures from above, sorted by molecular weight, largest number first.
For CCCN(CCC)S(=O)(=O)c1ccc(C(=O)Oc2c(C)cccc2OC)cc1 the results were Polio RdRp inh 108.0 and Polio RdRp inh FP z-score 0.4.
Screening Cc1ccc(-n2c(COCC(=O)O)nc3cccnc32)cc1 returned Polio RdRp inh 103.0 and Polio RdRp inh FP z-score -0.8.
For Cc1sc2nc(C)n(NC(N)=O)c(=O)c2c1C the results were Polio RdRp inh 105.0 and Polio RdRp inh FP z-score 1.1.
For O=C(O)c1ccc(-c2cccc(Cl)c2)o1 the results were Polio RdRp inh 103.0 and Polio RdRp inh FP z-score 0.4.

Later entries.
COc1ccccc1CNc1ncnc2c1nnn2C was read as Polio RdRp inh 103.0 and Polio RdRp inh FP z-score -0.9.
CN1CCCN(C(=O)C23CC4CC(C)(CC(C)(C4)C2)C3)CC1 was read as Polio RdRp inh 101.0 and Polio RdRp inh FP z-score -0.7.
Screening CC(=O)Oc1cccc(/C=C2\N=C(c3ccccc3Br)OC2=O)c1 returned Polio RdRp inh 99.0 and Polio RdRp inh FP z-score -0.6.
Screening CCN1C(=O)c2ccccc2S(=O)c2ccc(C(=O)NCc3ccc(Cl)cc3)cc21 (stereo unspecified) returned Polio RdRp inh 104.0 and Polio RdRp inh FP z-score -0.2.
`CN1CCC(N(C)C(=O)c2sc3cc(F)ccc3c2Cl)CC1` gave Polio RdRp inh 102.0 and Polio RdRp inh FP z-score 0.3.
`CN(C)S(=O)(=O)c1cccc(CSc2nc3ccccc3o2)c1` gave Polio RdRp inh 103.0 and Polio RdRp inh FP z-score -1.
Fc1ccc(-c2noc3ncnc(NCCc4ccc(Cl)cc4)c23)cc1 was read as Polio RdRp inh 109.0 and Polio RdRp inh FP z-score 0.4.
Screening O=C1C=C(c2ccc(Br)cc2)OC(c2ccccc2)O1 (stereo unspecified) returned Polio RdRp inh 107.0 and Polio RdRp inh FP z-score 0.5.
CCCCC1(C)OC(=O)C(=Cc2ccc(Br)o2)C(=O)O1 (stereo unspecified) was read as Polio RdRp inh 106.0 and Polio RdRp inh FP z-score 1.1.
`Cc1nn(C)c2c1c(-c1ccccc1)cc(=O)n2CC(=O)NC(C)(C)C` gave Polio RdRp inh 104.0 and Polio RdRp inh FP z-score -0.6.
Screening COc1ccc(Cl)cc1C(=O)OCC(=O)N1CCN(C(=O)COC(=O)c2cc(Cl)ccc2OC)CC1 returned Polio RdRp inh 104.0 and Polio RdRp inh FP z-score -0.3.
For COc1cccc(CNS(=O)(=O)c2c(C)nc3sccn3c2=O)c1 the results were Polio RdRp inh 105.0 and Polio RdRp inh FP z-score 1.1.
`CCOC(=O)c1cc(S(=O)(=O)NCc2ccc(F)cc2)[nH]n1` gave Polio RdRp inh 102.0 and Polio RdRp inh FP z-score -1.
`CC(NCc1ccc2c(c1)OCO2)C(=O)NC1CCCCC1` (stereo unspecified) gave Polio RdRp inh 103.0 and Polio RdRp inh FP z-score 0.4.
Screening CC1CCCC(C)N1C(=O)CSc1nncn1C (stereo unspecified) returned Polio RdRp inh 104.0 and Polio RdRp inh FP z-score 0.1.
O=C1CC(=O)N(c2cccc(F)c2)C(=S)N1 was read as Polio RdRp inh 97.0 and Polio RdRp inh FP z-score -1.7.
Screening O=C1C2CCCC2=NN1c1ccccc1 (stereo unspecified) returned Polio RdRp inh 106.0 and Polio RdRp inh FP z-score 0.
For Cc1ccc(-c2noc(CN(C3CCCCC3)S(=O)(=O)c3ccc(C)cc3)n2)cc1 the results were Polio RdRp inh 107.0 and Polio RdRp inh FP z-score -0.2.
Screening Cc1ccc(-n2nc3c(=O)n(CCCC(=O)NCc4ccccc4F)nc(C)c3c2C)cc1 returned Polio RdRp inh 108.0 and Polio RdRp inh FP z-score 0.
`Cc1cccc(-c2cc3nc4c(c(NCCN(C)C)n3n2)CCC4)c1` gave Polio RdRp inh 107.0 and Polio RdRp inh FP z-score 2.1.
COC(=O)c1c(NC(=O)Cc2cccs2)sc2c1CCCC2 was read as Polio RdRp inh 103.0 and Polio RdRp inh FP z-score 0.4.
O=C(Nc1nnc(-c2ccco2)o1)c1ccc(S(=O)(=O)N2CCCc3ccccc32)cc1 was read as Polio RdRp inh 97.0 and Polio RdRp inh FP z-score -2.
For CCOC(=O)c1c(C)[nH]c(=S)c(C#N)c1-c1ccc(OC)cc1 the results were Polio RdRp inh 133.0 and Polio RdRp inh FP z-score 3.7.
Screening Cc1ccc(OCc2nc(-c3ccc(C(=O)NCCc4ccc(Cl)cc4)cc3)oc2C)cc1 returned Polio RdRp inh 109.0 and Polio RdRp inh FP z-score 0.2.
Screening Cc1ccc(C2=NN(S(C)(=O)=O)C(c3ccc4nccnc4c3)C2)cc1 (stereo unspecified) returned Polio RdRp inh 102.0 and Polio RdRp inh FP z-score 0.2.
Screening COc1ccc(C(=O)C(C)Sc2nc3ccccc3n2C)c(OC)c1 (stereo unspecified) returned Polio RdRp inh 101.0 and Polio RdRp inh FP z-score -0.2.
Screening CCn1cc(S(=O)(=O)c2ccccc2)c(=O)c2cc(F)c(N3CCN(c4ccccc4)CC3)cc21 returned Polio RdRp inh 105.0 and Polio RdRp inh FP z-score -0.5.
`Cc1ccc(NS(=O)(=O)c2ccc(C)c(C(=O)OCC(=O)NCc3ccco3)c2)cc1` gave Polio RdRp inh 102.0 and Polio RdRp inh FP z-score 0.2.
`Cc1ccccc1CN1CCC(N2CCCCC2)CC1` gave Polio RdRp inh 104.0 and Polio RdRp inh FP z-score -0.1.
For C=CCNc1ncnc2cc(OC)c(OC)cc12 the results were Polio RdRp inh 100.0 and Polio RdRp inh FP z-score -0.3.

3 compounds drawn at random from the list so far:
`Cc1ccc(NS(=O)(=O)c2ccc(C)c(C(=O)OCC(=O)NCc3ccco3)c2)cc1` gave Polio RdRp inh 102.0 and Polio RdRp inh FP z-score 0.2.
For CCOC(=O)c1c(C)[nH]c(=S)c(C#N)c1-c1ccc(OC)cc1 the results were Polio RdRp inh 133.0 and Polio RdRp inh FP z-score 3.7.
Screening Cc1ccc(OCc2nc(-c3ccc(C(=O)NCCc4ccc(Cl)cc4)cc3)oc2C)cc1 returned Polio RdRp inh 109.0 and Polio RdRp inh FP z-score 0.2.

Additional structures follow.
COC(=O)c1ccc2c(=O)n(C3CCCCC3C)c(=S)[nH]c2c1 (stereo unspecified) was read as Polio RdRp inh 100.0 and Polio RdRp inh FP z-score -0.8.
For O=C(CSc1nc2c(c(=O)n1Cc1ccccc1)SCC2)N1CCCC1 the results were Polio RdRp inh 104.0 and Polio RdRp inh FP z-score 0.8.
Cc1ccc2c(c1)N(CC(=O)NCCc1ccccc1)C(=O)c1cccnc1O2 was read as Polio RdRp inh 105.0 and Polio RdRp inh FP z-score 0.4.
Screening CCCCn1c(=S)[nH]c2ccccc2c1=O returned Polio RdRp inh 100.0 and Polio RdRp inh FP z-score -0.3.
For O=C(OCc1cccs1)c1cccnc1Cl the results were Polio RdRp inh 101.0 and Polio RdRp inh FP z-score -0.1.
Screening COC(=O)c1c(NC(=O)c2ccc(S(=O)(=O)N3CCC(C)CC3)cc2)sc2c1CCN(C)C2 returned Polio RdRp inh 104.0 and Polio RdRp inh FP z-score -0.7.
`CCNc1oc(-c2ccc(COc3ccc(Cl)cc3)o2)nc1C#N` gave Polio RdRp inh 110.0 and Polio RdRp inh FP z-score 0.7.
Screening COc1cc2c(cc1OC)C(c1ccccc1)N(C(=O)Cn1cnnn1)CC2 (stereo unspecified) returned Polio RdRp inh 100.0 and Polio RdRp inh FP z-score 0.
O=C1CCCN1CC12CC3CC(CC(C3)C1)C2 was read as Polio RdRp inh 104.0 and Polio RdRp inh FP z-score 1.1.
Cc1ccc(N2CCN(C(=O)NCc3noc4ccccc34)CC2C)cc1 (stereo unspecified) was read as Polio RdRp inh 112.0 and Polio RdRp inh FP z-score 0.8.
Screening CCc1ccc(NC(=O)CSC2=Nc3ccccc3C3=NC(CCC(=O)NCc4cccs4)C(=O)N23)cc1 (stereo unspecified) returned Polio RdRp inh 110.0 and Polio RdRp inh FP z-score 0.7.
`O=C(Nc1ccc(-c2nc3ccccc3o2)cc1)c1ccc(C(=O)c2ccccc2)cc1` gave Polio RdRp inh 104.0 and Polio RdRp inh FP z-score 0.7.
For CCc1ccc(-n2c(N3CCN(c4cccc(C)c4C)CC3)nc3ccccc3c2=O)cc1 the results were Polio RdRp inh 108.0 and Polio RdRp inh FP z-score 0.6.
CCc1cccc(NC(=O)c2ccc(CNS(=O)(=O)c3ccc4c(c3)C(C)(C)C(=O)N4C)cc2)c1 was read as Polio RdRp inh 116.0 and Polio RdRp inh FP z-score 0.1.
Screening Cc1c(C(=O)Nc2c(F)cccc2F)sc2ncn(Cc3ccccc3F)c(=O)c12 returned Polio RdRp inh 97.0 and Polio RdRp inh FP z-score -1.
For CC1=C(C(=O)OC2CCCC2)C(c2c(F)cccc2Cl)CC(=O)N1 (stereo unspecified) the results were Polio RdRp inh 107.0 and Polio RdRp inh FP z-score 0.4.
CCCCSC1=C(C#N)C(=O)NC(CCC)S1 (stereo unspecified) was read as Polio RdRp inh 100.0 and Polio RdRp inh FP z-score -0.1.
`CCC(C(=O)Nc1cc(OC)ccc1OC)n1nc(-c2ccccc2)c2c(c1=O)CCCC2` (stereo unspecified) gave Polio RdRp inh 103.0 and Polio RdRp inh FP z-score -0.9.
Screening O=C1CN(NC(=O)COc2ccc(Cl)cc2)C(=O)N1 returned Polio RdRp inh 105.0 and Polio RdRp inh FP z-score 0.4.
`CC1CCN(c2nc3c(S(=O)(=O)c4ccccc4)nnn3c3ccccc23)CC1` gave Polio RdRp inh 105.0 and Polio RdRp inh FP z-score 1.
For CNC(=O)Nc1cccc(C(F)(F)F)c1 the results were Polio RdRp inh 101.0 and Polio RdRp inh FP z-score 0.2.
For CC1CCN(c2ccc(C(N)=O)cc2NC(=O)c2ncoc2-c2ccc3ccccc3c2)CC1 the results were Polio RdRp inh 106.0 and Polio RdRp inh FP z-score 1.4.
`S=C(Nc1ccccc1)N1c2ccccc2Sc2ccccc21` gave Polio RdRp inh 103.0 and Polio RdRp inh FP z-score -0.2.
CC(NC(=O)Cc1ccc(NC(=O)N2CCCCc3ccccc32)cc1)c1ccccc1 (stereo unspecified) was read as Polio RdRp inh 108.0 and Polio RdRp inh FP z-score 0.2.
COc1ccccc1NC(=O)c1c(NC(=O)Cc2ccccc2)sc2c1CCC(C(C)(C)C)C2 (stereo unspecified) was read as Polio RdRp inh 104.0 and Polio RdRp inh FP z-score -0.3.
Screening CCCn1c(SCC(=O)c2cc(C)n(C)c2C)n[nH]c1=O returned Polio RdRp inh 103.0 and Polio RdRp inh FP z-score 0.
CCCN1C(=O)CCN(C(C)=O)c2ccccc21 was read as Polio RdRp inh 105.0 and Polio RdRp inh FP z-score 0.3.
`COc1cc(C(=O)OCc2cc(=O)n3nc(C4CCCCC4)sc3n2)cc(OC)c1OC` gave Polio RdRp inh 102.0 and Polio RdRp inh FP z-score -0.8.
`CCn1c(C)cc2cc(N)ccc21` gave Polio RdRp inh 100.0 and Polio RdRp inh FP z-score -0.6.
